inhibitors of VEEV = inhibitors of VEEV TC-83 cytopathic effect, confirmation, Vero cells (AID 588727); Vero cells, VEEV TC-83 cytopathic effect inhibition; higher % means a stronger effect; inhibition, % at 20 µM, or IC50 in µM where a hit was titrated; hit rate 0.13% among 350,000; in the data active = a potency from the dose series; inconclusive = inhibition mostly from about 14% at the one dose, without a potency; inactive = the rest, 99 in 100 with inhibition below about 12%; also: strong numbers were not always called active
Salmonella PhoP GFP = PhoP regulon inhibitors, Salmonella typhi PhoP promoter GFP reporter, confirmatory (AID 1850); Salmonella Typhi PhoP-promoter GFP reporter, fluorescence, 4 h; higher % means a stronger effect; inhibition, % at 50 µM; hits with a dose series show IC50 in µM; hit rate 0.33% among 310,000; in the data active = a potency from the dose series; inconclusive = inhibition mostly from about 25% at the one dose, without a potency; inactive = the rest, 99 in 100 with inhibition below about 19%;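 also: 0% = induced wells with vehicle and 100% = uninduced wells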
M. tuberculosis = growth inhibition of non-replicating M. tuberculosis (AID 488890); Mycobacterium tuberculosis non-replicating, growth inhibition; higher % means a stronger effect; hit rate 0.39% among 320,000; inhibition, % at 25 µM; hits with a dose series show IC50 in µM; in the data active = a potency from the dose series; inconclusive = inhibition mostly from about 82% at the one dose, without a potency; inactive = the rest, 99 in 100 with inhibition below about 76%;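 also: plate controls were DMSO cells for no effect and high antibiotic wells for full effect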
M. tuberculosis HTS = M. tuberculosis growth inhibition, HTS (AID 449762) | M. tuberculosis H37Rv growth inhibition, 7H9 media; higher % means a stronger effect | inhibition, % at 25 µM, or IC50 in µM where a hit was titrated | hit rate 0.59% among 330,000; in the data active = a potency from the dose series; inconclusive = inhibition above about 70% without an active follow-up result;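 also: bacterial growth assessed after seven days of incubation; strong numbers were not always called active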
influenza NS1A = NS1A inhibition, H1N1 influenza, cell based functional assay (AID 504329). NS1A functional cell-based assay, percent inhibition; higher % means a stronger effect. inhibition, % at 12.5 µM; hits with a dose series show IC50 in µM. hit rate 0.3% among 340,000; in the data active = a potency from the dose series; inconclusive = inhibition above about 27% without an active follow-up result; also: strong numbers were not always called active
inhibitors of VEEV 10K pilot screen = second read-out of inhibitors of VEEV, no call of its own (marks repeat the call); inhibition, %; measured here: 10K pilot screen inhibition
Starred values were filed as active, the others as inactive; i = inactive; ? = inconclusive; . = no result given.

Preview, five compounds:
SMILES | inhibitors of VEEV | Salmonella PhoP GFP | M. tuberculosis | M. tuberculosis HTS | influenza NS1A | others
Cc1ccn(CC(=O)NC2CC(C)(C)Cc3c2cnn3-c2ccc(F)cc2)n1 (stereo unspecified) | 1.0% | -5% | 3% | 2% | -13%
Cc1nnc(NC(=O)CSc2nnc(C)n2Cc2ccccc2)s1 | 5.5% | 4% | -9% | -4% | 10% | inhibitors of VEEV 10K pilot screen=1.2
c1ccc2c(N3CCOCC3)nc(-c3ccncc3)nc2c1 | 6.7% | 5% | 4% | 10% | -21%
CCN(C(=O)Cn1c(=O)oc2ccccc21)c1ccc(C)c(C)c1 | i | -10% | -3% | 4% | -5%
COC(=O)c1cccc(NC(=O)C2CCCN2C(=O)c2cccs2)c1 (stereo unspecified) | 0.6% | . | . | . | 8%

Results, repeating the preview:
SMILES | inhibitors of VEEV | Salmonella PhoP GFP | M. tuberculosis | M. tuberculosis HTS | influenza NS1A | others
Cc1ccn(CC(=O)NC2CC(C)(C)Cc3c2cnn3-c2ccc(F)cc2)n1 (stereo unspecified) | 1.0% | -5% | 3% | 2% | -13%
Cc1nnc(NC(=O)CSc2nnc(C)n2Cc2ccccc2)s1 | 5.5% | 4% | -9% | -4% | 10% | inhibitors of VEEV 10K pilot screen=1.2
c1ccc2c(N3CCOCC3)nc(-c3ccncc3)nc2c1 | 6.7% | 5% | 4% | 10% | -21%
CCN(C(=O)Cn1c(=O)oc2ccccc21)c1ccc(C)c(C)c1 | i | -10% | -3% | 4% | -5%
COC(=O)c1cccc(NC(=O)C2CCCN2C(=O)c2cccs2)c1 (stereo unspecified) | 0.6% | . | . | . | 8%
C#CCN1C(=O)S/C(=C\c2ccc(N3CCOCC3)cc2C)C1=O | 0.4% | -13% | -16% | 5% | -3%
CCCCn1c(N)c(NCCC)c(=O)[nH]c1=O | 1.1% | 1% | 13% | 2% | 3%
Cc1ccc(Cl)cc1NC(=O)C1CCCCC1C(=O)O (stereo unspecified) | 1.7% | 1% | -10% | -3% | 0%
Cc1cc(/C=N/n2cnnc2)c(C)n1-c1ccc(OCc2ccccc2F)cc1 | 0.9% | 4% | 51% | ? | -4%
C/C(=N/NS(=O)(=O)c1ccc(C)c(C)c1)c1c[nH]c2ccccc12 | 1.2% | -6% | 1% | 5% | -12%
CCOC(=O)CNC(=S)N(Cc1ccco1)Cc1ccccc1Cl | 0.9% | -2% | -3% | 3% | -3%
Cc1ccc(N2C(=O)C(NC(=O)c3ccccc3F)(C(F)(F)F)C3=C2CC(C)(C)CC3=O)cc1 (stereo unspecified) | 0.2% | -3% | -28% | 17% | 13%
Cc1ccc(NC(=O)CN2C(=O)S/C(=C\c3ccc(-c4cccc(C(=O)O)c4C)o3)C2=O)cc1C | 9.2% | . | . | . | -2%
CCCc1cc(=O)[nH]c(SCC(=O)N2C(C)CCCC2C)n1 (stereo unspecified) | 0.0% | 8% | -6% | 5% | 1%
CN1CCc2c(sc(NC(=O)C3COc4ccccc4O3)c2C(N)=O)C1 (stereo unspecified) | 1.9% | -3% | 13% | 3% | 19%
CNC(=S)N(CCc1ccc(S(N)(=O)=O)cc1)C1CC(=O)N(c2ccccc2F)C1=O (stereo unspecified) | 1.6% | 4% | 17% | -7% | -2%
CCCCN(C(=O)C1COc2ccccc2O1)c1c(N)n(CCC)c(=O)[nH]c1=O (stereo unspecified) | 6.3% | . | -6% | -7% | -7%
CSc1nc2ccc(NC(=O)c3cc4ccccc4o3)cc2s1 | 1.2% | -2% | 78% | 36% | 10%
COC(=O)c1c(-c2ccc(C)cc2)csc1NC(=S)NC(=O)c1cc(OC)cc(OC)c1 | 1.6% | 0% | 31% | 6% | -5%
Cn1c(O)c(/C=C2\C=c3ccccc3=NC2=O)c(=O)n(C)c1=O | i | -12% | -3% | 3% | 19%
CCc1cc[n+](C(C(=S)Nc2cccc(C)c2)=C([O-])c2ccc(C)c([N+](=O)[O-])c2)cc1 | 9.5% | . | . | . | 21%
COC(=O)c1ccc(NC(=S)NC2CC(C)(C)NC(C)(C)C2)cc1 | 1.8% | -4% | 2% | 2% | -12%
Cc1cccc(CNC(=O)C2CCC(=O)N(CCc3cccc(F)c3)C2)n1 (stereo unspecified) | 4.9% | . | . | . | -4%
CCOc1cc(/C=C2\SC(=O)N(c3ccc(O)cc3)C2=O)ccc1O | 6.8% | 5% | 27% | 8% | 17%
CC(C)C1Oc2ccccc2N(CC(=O)N(Cc2ccccn2)CC2CCCO2)C1=O (stereo unspecified) | 1.7% | 7% | 1% | 4% | -8%

Three structures already listed, arranged by number of heavy atoms, lowest first.
SMILES | inhibitors of VEEV | Salmonella PhoP GFP | M. tuberculosis | M. tuberculosis HTS | influenza NS1A | others
CSc1nc2ccc(NC(=O)c3cc4ccccc4o3)cc2s1 | 1.2% | -2% | 78% | 36% | 10%
CNC(=S)N(CCc1ccc(S(N)(=O)=O)cc1)C1CC(=O)N(c2ccccc2F)C1=O (stereo unspecified) | 1.6% | 4% | 17% | -7% | -2%
COC(=O)c1c(-c2ccc(C)cc2)csc1NC(=S)NC(=O)c1cc(OC)cc(OC)c1 | 1.6% | 0% | 31% | 6% | -5%

The results go on:
SMILES | inhibitors of VEEV | Salmonella PhoP GFP | M. tuberculosis | M. tuberculosis HTS | influenza NS1A | others
CC(=O)N1C(O)CC(C)N1c1ccccc1 (stereo unspecified) | 0.7% | -2% | -15% | 7% | -2%
Cc1cccc(NC(=S)N/N=C/c2cccc(O)c2)c1C | 0.8% | 5% | 4% | -4% | -4%
Nc1c(Cl)ncnc1N1CCOCC1 | i | 16% | -9% | -8% | -3%
Cc1ccc(C(C)NC(=O)c2cc3ccccc3oc2=O)cc1C (stereo unspecified) | 0.1% | -8% | 3.1µM* | 2% | 1%
Cc1ccc(C)c(C(=O)CSc2n[nH]c(C)n2)c1 | 2.2% | -5% | 5% | -6% | -1%
Cc1ccc(Cc2nc3ccccc3[nH]2)cc1 | i | 22% | 13% | 5% | -5%
COc1ccc(C(=O)NC2CCN(C(=S)Nc3ccc(C)c(C)c3)CC2)cc1 | 1.8% | -8% | -17% | 6% | 1%
CC(=O)Nc1ccc(Oc2cc(N)cc([N+](=O)[O-])c2)cc1 | 2.5% | -4% | 35% | 8% | -13%
CC(C)OCCCNS(=O)(=O)c1ccc2ccccc2c1 | i | -16% | 24% | -7% | -7%
CCC(C(=O)N1CCCCCC1)n1nc(C)n2c(cc3occc32)c1=O (stereo unspecified) | i | -32% | -3% | -5% | 1%
O=C(NCc1cccs1)c1nc2c(nnn2Cc2ccccc2Cl)c(=O)[nH]1 | 1.2% | -7% | 77% | 11% | -14%

Quoted at random: 5 entries already listed
SMILES | inhibitors of VEEV | Salmonella PhoP GFP | M. tuberculosis | M. tuberculosis HTS | influenza NS1A | others
CC(=O)Nc1ccc(Oc2cc(N)cc([N+](=O)[O-])c2)cc1 | 2.5% | -4% | 35% | 8% | -13%
Cc1ccc(Cc2nc3ccccc3[nH]2)cc1 | i | 22% | 13% | 5% | -5%
COc1ccc(C(=O)NC2CCN(C(=S)Nc3ccc(C)c(C)c3)CC2)cc1 | 1.8% | -8% | -17% | 6% | 1%
O=C(NCc1cccs1)c1nc2c(nnn2Cc2ccccc2Cl)c(=O)[nH]1 | 1.2% | -7% | 77% | 11% | -14%
Cc1ccc(C)c(C(=O)CSc2n[nH]c(C)n2)c1 | 2.2% | -5% | 5% | -6% | -1%

Compound activity from PubChem.
